# mIDH1 inhibitor = blocks human mutant IDH1 R132H enzyme. O75874. IDH1-R132H enzyme, NADPH consumption, diaphorase/resazurin fluorescence. Potency, µM (doses to about 76.6 µM), for inactives: at the top dose activity change, negative = inhibition, actives largely listed as inhibitors. actives 0.093% (n = 390,000); also: potency is read from the fitted curve at half-maximal effect; % is scaled to controls: 0 for no effect and ±100 for the full control effect; nearly all actives have a fitted effect of over 65% in size
#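 IDH1-R132H (0.5 ug/mL) preincubated 30 min with compound, then NADPH (0.016 mM) and alpha-KG (2 mM) added; 80 min at RT, pH 7.5. Remaining NADPH coupled via diaphorase/resazurin to fluorescence (540/590 nm); concentration-response curves normalized to no-enzyme control.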
# Pin1 inhibitor = blocks the human prolyl isomerase Pin1; Pin1 FP peptide displacement, HiFluor488, 10 min; actives 0.009% (n = 390,000); Potency, µM (top dose mostly 115 µM), for inactives: at the highest dose activity, negative = inhibition, most hits filed as inhibitors; Q13526; active = well fitted inhibition curve with a large enough effect in the polarisation, with a control signal flat, not every such curve was filed as active; inconclusive = small, poorly fitted or top-dose-only effect, or effect the other way, or a change in a side signal; inactive = no such curve, though single readings can be large or run the other way; the % refers to the polarisation; also: potency is read from the fitted curve at half-maximal effect; % is scaled to controls: 0 for no effect and ±100 for the full control effect
# TrxR1 inh = blocks rat thioredoxin reductase 1. recombinant rTrxR1, NADPH fluorescence consumption, selenite substrate. Potency, µM (top dose mostly 114 µM), for the others: top-dose activity change, negative = inhibition, usual class: inhibitors. actives 1% (n = 390,000). AID 588453. O89049; also: potency is read from the fitted curve at half-maximal effect; % is scaled to controls: 0 for no effect and ±100 for the full control effect; nearly all actives have a fitted effect of over 65% in size
# Target sequence (O89049 whole entry, looked up): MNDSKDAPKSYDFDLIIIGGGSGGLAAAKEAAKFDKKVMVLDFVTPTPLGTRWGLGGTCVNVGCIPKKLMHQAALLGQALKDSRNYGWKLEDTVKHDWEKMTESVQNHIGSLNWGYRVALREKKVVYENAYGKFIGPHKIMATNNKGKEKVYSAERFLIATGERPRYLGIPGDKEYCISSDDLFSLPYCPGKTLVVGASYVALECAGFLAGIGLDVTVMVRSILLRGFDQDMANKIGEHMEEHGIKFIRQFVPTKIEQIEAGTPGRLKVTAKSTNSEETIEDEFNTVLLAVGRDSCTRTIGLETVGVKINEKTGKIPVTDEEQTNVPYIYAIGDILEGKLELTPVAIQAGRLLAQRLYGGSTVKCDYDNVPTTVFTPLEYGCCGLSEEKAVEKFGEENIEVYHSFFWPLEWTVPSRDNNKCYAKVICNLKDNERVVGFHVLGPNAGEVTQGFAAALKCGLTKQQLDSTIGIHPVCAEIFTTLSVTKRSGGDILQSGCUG
#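 Rat TrxR1 (90 nM in the dispensed reagent) was pre-reduced with 400 uM NADPH for 5 min at room temperature, then incubated with compound for 15 min. After 400 uM selenite was added, NADPH fluorescence (Ex 340/Em 450 nm) was followed for 8 min.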
# TRHR agonist = activates the human TRH receptor; TRHR cells, calcium flux fluo-8, FDSS agonist mode; activation, % at 2 µM; P34981; actives 0.18% (n = 360,000); in the data active = activation above about 30%; also: 0% is about no effect
# Target sequence (P34981 whole entry, looked up): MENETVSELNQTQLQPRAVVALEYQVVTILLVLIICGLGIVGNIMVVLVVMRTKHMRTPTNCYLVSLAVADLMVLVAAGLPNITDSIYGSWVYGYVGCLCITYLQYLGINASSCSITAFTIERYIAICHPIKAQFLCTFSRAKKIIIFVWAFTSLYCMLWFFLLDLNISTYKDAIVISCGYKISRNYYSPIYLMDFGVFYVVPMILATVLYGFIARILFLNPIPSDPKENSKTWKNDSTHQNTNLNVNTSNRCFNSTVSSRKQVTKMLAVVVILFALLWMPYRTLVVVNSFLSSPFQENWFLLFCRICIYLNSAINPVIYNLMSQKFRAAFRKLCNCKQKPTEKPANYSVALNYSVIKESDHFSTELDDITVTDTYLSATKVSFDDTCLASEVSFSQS
#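 TRHR-expressing cells loaded with fluo-8 calcium dye; 23 nL library compound pin-transferred, kinetic FDSS fluorescence (Ex 480/Em 530) recorded about 180 s for agonist-induced calcium release, before a 10 nM TRH EC20 addition for potentiator mode.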
# D2 ag = agonists of human D2 dopamine receptor; P14416; HEK293 T-REx D2 cells, calcium flux agonist mode; activation, % at 2 µM; actives 0.53% (n = 340,000);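 active = activation over 3 SD above normal in the single-dose calcium agonist read, cut at about 30% in these data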; also: 0% is about no effect
#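 Tetracycline-induced HEK293 T-REx cells with force-coupled D2 receptor, plated overnight at 30 C, loaded with no-wash calcium dye. After a 10 s baseline, compound was pin-added and calcium flux read kinetically for 180 s; calcium rises flagged agonists.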
# USP1 inh = inhibitors of human USP1/UAF1 deubiquitinase; recombinant USP1/UAF1, Ub-Rhodamine cleavage fluorescence; actives 0.23% (n = 390,000); AID 743255; Potency, µM (doses to about 57.1 µM), inactives show at the highest dose activity change, negative = inhibition, actives largely listed as inhibitors; also: potency is read from the fitted curve at half-maximal effect; % is scaled to controls: 0 for no effect and ±100 for the full control effect; nearly all actives have a fitted effect of over 60% in size; inactives centre near -12
#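 In this screen, compounds sit with the deubiquitinase complex (1nM) for 15 min at room temperature before Ub-Rho is added at 150nM final. Fluorescence rise is then followed for 6 reads every 60 seconds.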
# TRHR PAM = allosterically enhances the human TRH receptor; TRHR cells, fluo-8 calcium fluorescence, EC20 TRH enhancement; actives 0.66% (n = 360,000); P34981; enhancement, % at 2 µM; in the data active = enhancement above about 30%; also: 0% is about no effect
#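 TRHR-expressing cells loaded with fluo-8 calcium dye were read kinetically (ex 480/em 530) during compound addition, then stimulated with an EC20 of TRH (10 nM final). Enhancement of the Gq-mediated intracellular calcium response was scored.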
# D2 antagonist = antagonizes the human D2 dopamine receptor; inhibition, % at 10 µM; HEK293 TREx D2 cells, calcium flux, dopamine EC80; P14416; AID 485344; actives 2% (n = 340,000); in the data active = inhibition above about 30%; also: 0% is about no effect
#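 Calcium mobilization kinetics were recorded at 1 s intervals in tetracycline-induced HEK293 T-REx D2 cells, first for 180 s after compound addition and then 180 s after EC80 dopamine.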
# TrxR1 substrate = is turned over as a substrate by rat TrxR1; O89049; AID 588456; purified TrxR1 substrate turnover, NADPH consumption readout; Potency, µM (highest dose often 114 µM), for inactives: at the highest dose activity change, negative = substrate turnover; actives 0.01% (n = 390,000); also: potency is read from the fitted curve at half-maximal effect; % is scaled to controls: 0 for no effect and ±100 for the full control effect; nearly all actives have a fitted effect of over 50% in size
#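 Rat TrxR1, dispensed at 90 nM, was prereduced with 400 uM NADPH (final) for 5 min at ~22 deg C, then incubated with compound 15 min before 400 uM selenite. A first-read NADPH fluorescence drop versus no-compound background flagged substrates.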
# Active calls of the source: *; ? = inconclusive; . = no result given; [ ] = remark or other dose. Unless noted, calls follow the shape of the dose curve; as a rule, active = well fitted inhibition curve with a large enough effect; inconclusive = small, poorly fitted or top-dose-only effect; inactive = no such curve, though single readings can be large or run the other way. These rows are one share of the data, so the mix of outcomes need not match the whole.
SMILES,mIDH1 inhibitor,Pin1 inhibitor,TrxR1 inh,TRHR agonist,D2 ag,USP1 inh,TRHR PAM,D2 antagonist,TrxR1 substrate
CCc1ccc(NC(=O)C2CCN(c3nn4c(=O)cc(C)nc4s3)CC2)cc1,-14%,2%,5%,-1.4,1.0,-12%,-1,.,0%
O=C(NCc1ccc(F)cc1)c1ccc(Cl)c(NC2=NC3CS(=O)(=O)CC3S2)c1 (stereo not drawn),7%,10%,8%[57.1 µM],0.0,1.0,-19%,0,2,5%[57.1 µM]
COc1ccc(OC)c(N(CC(=O)Nc2ccc3c(c2)OCO3)S(=O)(=O)c2ccccc2)c1,11%,0%,35%[57.1 µM],-0.2,-0.8,-4%,-6,4,1%[57.1 µM]
COCCCNC(=O)c1c(N)n(/N=C/c2ccccn2)c2nc3ccccc3nc12,4%,9%,11%,0.2,0.2,-16%,5,-8,5%
CCCCNC(=S)NNC(=O)c1cccnc1,4%,-1%,-13%,-0.5,-0.2,-19%,11,-10,-6%
COc1ccc(CC2(C)OC(c3ccccc3)=NN2C(C)=O)cc1 (stereo not drawn),3%,-2%,9%,0.0,0.4,-17%,-12,4,1%
COCCn1c(=O)[nH]c2cc(C(=O)N3CCN(c4ccccc4OC)CC3)ccc2c1=O,-1%,?,-16%,-1.0,0.7,-1%,-9,2,-10%
CCCC1=Nc2cc(C(=O)NCCc3ccc(OC)cc3OC)ccc2Sc2ccccc21,-10%,17%,6%,3.1,1.8,-10%,-1,.,-5%
COc1ccc(CNC(=O)C2CSC(c3ccc(OC)cc3)N2C(C)=O)cc1 (stereo not drawn),7%,1%,22%,0.1,0.5,?,-10,12,0%
CCOC(=O)c1ccc(-c2cccc(-c3cc(=O)oc4cc(OC)cc(OC)c34)c2)cc1,-3%,-1%,25%,.,.,-27%,.,.,13%
CCC(=O)Nc1ccc(NC(=O)CSc2nc3cc4c(cc3cc2C)CCC4)cc1,-1%,1%,8%,0.0,.,-9%,4,.,5%
O=C1/C(=C\c2ccc([N+](=O)[O-])cc2)CCc2ccccc21,14%,0%,28%,-0.9,-0.5,-3%,0,-2,5%
Cc1c(C(=O)N2CCC(C(=O)Nc3ccc(F)cc3)CC2)sc2nc[nH]c(=O)c12,2%,-8%,12%[57.1 µM],0.4,1.2,0%,1,.,0%[57.1 µM]
N/C(=N\OC(=O)Cc1ccc(-c2ccccc2)cc1)c1ccncc1,8%,1%,16%,0.0,.,-23%,-2,.,4%
O=C(CCC1CCCC1)N=C1SC2CS(=O)(=O)CC2N1c1ccccc1F (stereo not drawn),-2%,2%,18%,-0.2,0.8,-12%,1,-1,-2%
CCn1c(C(=O)N2CCc3ccccc3C2)cc2oc3ccccc3c21,-3%,10%,17%,0.5,0.1,-22%,-1,-6,-3%
CCC(C)c1ccc(NC(=O)C2CC2)cc1 (stereo not drawn),2%,-6%,-9%,-0.7,-0.4,-17%,-4,-24,-5%
COC(=O)c1sccc1NC(=S)N1CCN(c2ccccc2F)CC1,2%,1%,-18%,-0.2,18,-8%,-5,-6,-12%
CCOC(=O)c1c(NC(=O)C2C3CCC(O3)C2C(=O)O)sc(C)c1-c1ccc(F)cc1 (stereo not drawn),1%,-5%,13%[57.1 µM],-0.8,0.2,-13%,-4,15,5%[57.1 µM]
Cc1ccsc1C(C(=O)NC(C)(C)C)N(C(=O)c1csnn1)c1ccccc1 (stereo not drawn),12%,-8%,16%,-0.8,1.1,-16%,-8,4,5%
COc1ccc(S(=O)(=O)N2CCN(C(=O)c3c(C)nn(-c4ccccc4)c3C)CC2)cc1,4%,-3%,11%,-0.7,0.4,-18%,8,-4,3%
C/C(=N\Nc1cc(C)nc(NCc2ccccc2)n1)c1ccc([N+](=O)[O-])cc1,-1%,-3%,26%,0.5,0.9,-21%,3,-12,2%
O=C(c1cc(-c2ccccc2O)on1)N1CCc2ccccc2C1,14%,3%,9%[57.1 µM],0.2,-0.7,-15%,-1,2,4%[57.1 µM]
COc1ccc(Cl)cc1NC(=O)C1CC(=O)N(c2ccc(F)cc2)C1 (stereo not drawn),2%,?,-3%,-0.5,-0.4,-5%,1,16,-6%

# At a glance, five of the compounds above.
SMILES,mIDH1 inhibitor,Pin1 inhibitor,TrxR1 inh,TRHR agonist,D2 ag,USP1 inh,TRHR PAM,D2 antagonist,TrxR1 substrate
Cc1c(C(=O)N2CCC(C(=O)Nc3ccc(F)cc3)CC2)sc2nc[nH]c(=O)c12,2%,-8%,12%[57.1 µM],0.4,1.2,0%,1,.,0%[57.1 µM]
N/C(=N\OC(=O)Cc1ccc(-c2ccccc2)cc1)c1ccncc1,8%,1%,16%,0.0,.,-23%,-2,.,4%
O=C(CCC1CCCC1)N=C1SC2CS(=O)(=O)CC2N1c1ccccc1F (stereo not drawn),-2%,2%,18%,-0.2,0.8,-12%,1,-1,-2%
CCn1c(C(=O)N2CCc3ccccc3C2)cc2oc3ccccc3c21,-3%,10%,17%,0.5,0.1,-22%,-1,-6,-3%
CCC(C)c1ccc(NC(=O)C2CC2)cc1 (stereo not drawn),2%,-6%,-9%,-0.7,-0.4,-17%,-4,-24,-5%

# The results go on:
SMILES,mIDH1 inhibitor,Pin1 inhibitor,TrxR1 inh,TRHR agonist,D2 ag,USP1 inh,TRHR PAM,D2 antagonist,TrxR1 substrate
O=C1CC(c2ccccc2Cl)C2=C(COC2=O)N1 (stereo not drawn),0%,-8%,13%,0.0,-0.7,-3%,0,12,-2%
Cc1ccc(C(=O)N/C(=C/c2cccnc2)C(=O)O)cc1,-3%,-2%,-3%,0.2,-0.8,4%,-4,6,-4%
CC(C)C(C)(C#N)NC(=O)CSc1nc(C2CCCCC2)n(-c2ccccc2)n1 (stereo not drawn),6%,-5%,-13%,-0.3,-0.1,0%,-1,-6,-16%
Cc1c(OCC(=O)NCCN2CCOCC2)ccc2c(-c3ccccc3)cc(=O)oc12,0%,-1%,9%,-0.7,-0.4,-2%,22,0,3%
O=C(NCCCN1CCCC1)c1cc2c(Cl)nc3ccccc3c2s1,-4%,3%,?,1.5,0.0,-8%,9,19,-16%
COc1ccc(C(CC(=O)N2CCCCC2)c2c(OC)cc(OC)c3c(-c4ccccc4)cc(=O)oc23)cc1 (stereo not drawn),2%,11%,0%[57.1 µM],-0.1,-0.1,-24%,-3,9,8%[57.1 µM]
COC(=O)C(C)NC(=O)N1CCN(c2nnc(C)c3c(C)n(-c4ccc(Cl)cc4)nc23)CC1 (stereo not drawn),.,-1%,22%[57.1 µM],0.2,0.1,-25%,6,.,3%[57.1 µM]
C/C(=N\NC(=O)c1nnn(-c2nonc2N)c1CSc1ccc(Cl)cc1)c1ccco1,6%,-8%,-4%,0.0,0.3,-6%,-3,3,-2%
COCCn1nnnc1C(c1ccc(OC)cc1)N1CCN(C(=O)c2ccco2)CC1 (stereo not drawn),-1%,0%,22%[57.1 µM],0.8,3.7,-3%,9,-20,-8%
COC(=O)CNC(c1ccccc1)c1cc(Br)ccc1NS(=O)(=O)c1ccc(C)cc1 (stereo not drawn),2%,12%,14%,-0.4,2.0,-13%,-9,-6,-2%
Cc1oc(-c2ccc(F)cc2)nc1CN1CCCC(C(=O)N2CCOCC2)C1 (stereo not drawn),-12%,-14%,25%,0.6,0.7,-11%,2,-7,3%

# Taken from above:
# COCCn1nnnc1C(c1ccc(OC)cc1)N1CCN(C(=O)c2ccco2)CC1 (stereo not drawn) in mIDH1 inhibitor shows -1%
# O=C1CC(c2ccccc2Cl)C2=C(COC2=O)N1 (stereo not drawn) in D2 antagonist shows 12

# High-throughput results as filed in PubChem.
